# NR2E3 ag-1: NR2E3 agonists in two-hybrid cells, primary screen, cell-based, luminescence, CHO-S, Gal4-NCOR/VP16-NR2E3 | Photoreceptor-specific nuclear receptor (Homo sapiens), Q9Y5X4 | luciferase | inhibition of corepressor binding, % at 3.98 µM | 360,000 compounds, 0.35% hits | AID 602229, 2012;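 active means inhibition above the mean of all tested compounds plus 3 SD, cut at about 70% in these data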;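 further: 0% = DMSO with NR2E3 transfected cells and 100% = cells lacking NR2E3 construct; higher means lower luciferase signal from less NR2E3 corepressor binding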
# Target sequence (Q9Y5X4 whole entry, looked up, the tested form may be a part): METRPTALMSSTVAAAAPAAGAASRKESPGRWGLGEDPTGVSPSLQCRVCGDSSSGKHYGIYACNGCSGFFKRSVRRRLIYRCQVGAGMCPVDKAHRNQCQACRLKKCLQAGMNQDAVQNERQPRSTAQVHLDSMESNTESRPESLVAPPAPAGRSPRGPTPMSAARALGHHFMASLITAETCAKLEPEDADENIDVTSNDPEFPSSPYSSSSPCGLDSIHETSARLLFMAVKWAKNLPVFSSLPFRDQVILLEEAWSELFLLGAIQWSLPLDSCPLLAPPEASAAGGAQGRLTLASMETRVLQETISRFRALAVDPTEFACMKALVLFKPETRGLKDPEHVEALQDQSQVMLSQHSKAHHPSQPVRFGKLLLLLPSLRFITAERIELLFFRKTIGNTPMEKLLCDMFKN
# LMP1 NFkB inh: EBV LMP1-driven NF-kappaB luciferase reporter inhibitors, primary screen, cell-based, luminescence, single point; LMP1-induced NF-kappaB luciferase reporter cells; AID 504558, 2011; 350,000 compounds, 0.69% hits; inhibition, % at 12.5 µM; in the data active means inhibition above about 41%;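 further: 0% = neutral control wells and 100% = reference inhibitor control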
# TRPM1 prom inh: inhibitors of MITF-dependent TRPM1 promoter reporter, primary screen, cell-based, SK-MEL-5, single point, luciferase; SK-MEL-5 TRPM1 promoter luciferase, 24 h; inhibition, % at 12.5 µM; 330,000 compounds, 0.83% hits;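 active means mean inhibition across replicates of 60% or more, whatever share of single replicates reaches that level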; further: values of inactives mirror those of a sister screen read the other way
# NR2E3 ag-2: inhibitors of NR2E3-RetCOR corepressor binding, primary screen, NR2E3 agonist project, biochemical, TR-FRET, GST-NR2E3, biotin-RetCOR; Photoreceptor-specific nuclear receptor (Homo sapiens), Q9Y5X4; 1536-well; inhibition of corepressor binding, % at 4.78 µM; 320,000 compounds, 0.12% hits; AID 2300, 2010;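 active means percent inhibition above the cutoff of mean plus 3 SD of all tested compounds, set per screening campaign, cut at about 20% in these data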;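 further: 0% = DMSO wells and 100% = biotin wells as full block of FRET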
#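 Test system – NR2E3–RetCOR corepressor complex · Quantity – NR2E3 fusion 1.35 nM · Buffer or medium – Tris pH 7.5 · Incubation – Compound–protein incubation for 5 h at 4 °C · Technique – TR-FRET, Eu(K)-anti-GST donor, streptavidin-D2 acceptor, ex 340, em 617/671 nm · Evaluation – percent inhibition of 671/617 nm emission ratio versus biotin and DMSO controls · Plate – 1536-well format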
# Peg3 prom inh: Peg3 promoter-driven luciferase inhibitors, primary screen, cell-based, HeLa, luciferase luminescence; HeLa PEG-Prom luciferase reporter, overnight; inhibition, % at 20 µM; 360,000 compounds, 1.7% hits;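 active means inhibition of at least 50% at 20 µM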
# Shn3 3UTR inh: reduction of Shn3 3'UTR firefly luciferase signal, primary screen, Schnurri-3 inhibitor project, cell-based, Clone20 osteoblasts, set 2. Clone20 osteoblast Shn3 3'UTR firefly luciferase, 24 h. inhibition, % at 12.5 µM. 360,000 compounds, 0.52% hits. AID 588674, 2011;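 active means mean inhibition of at least 75% with every replicate also reaching 75%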;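 further: 0% = median of neutral control wells and 100% = pilot-screen positive control compound; some compounds past the cut are filed as inactive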
# CF NFkB block: inhibitors of PAF-induced NF-kB signaling, primary screen, cell-based, GFP fluorescence, uHTS. 360,000 compounds, 0.86% hits. inhibition, % at 5 µM. AID 588850, 2011. KKLEB NF-kB-GFP reporter, GFP fluorescence overnight;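 active means at least 50% inhibition at 5 µM, scaled per plate between neutral and stimulator controls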;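 further: PAF is a Pseudomonas aeruginosa culture filtrate used as stimulus; plate controls were PAF-stimulated DMSO wells for no effect and unstimulated DMSO wells for full effect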
# KKLEB cytotox: cytotoxicity in KKLEB CF airway cells, primary screen, cytotoxicity control for CF NF-kB inhibitor project, cell-based, uHTS, fluorescence assay plates | activity change (cytotoxicity), % at 5 µM | KKLEB CF airway cells viability, ATPlite luminescence, overnight; active compounds read low; cells stimulated with P. aeruginosa culture filtrate | 360,000 compounds, 0.36% hits;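 active means corrected activity change at or below -50% at 5 µM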
# HIF-2a inh: HIF-2a reporter inhibitors, primary screen, luminescence, 786-0 RCC cells | inhibition, % at 18.8 µM | 360,000 compounds, 0.72% hits | 786-0 RCC cells HIF-2a reporter, luciferase luminescence, overnight;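 active means inhibition of the luminescence signal of 40% or more relative to plate controls, in a single-dose primary screen at 18.75 µM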
# C8 TRAIL sens: viability loss with TRAIL in NB7+C8 cells, primary screen, TRAIL sensitizer project, cell-based, ATPlite luminescence | 360,000 compounds, 1% hits | AID 624354, 2012 | inhibition (viability loss, TRAIL sensitization), % at 10 µM;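 active means compounds causing at least 50% loss of cell viability in the single-dose screen, relative to plate controls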
# hiPSC survival: enhancers of single-cell hiPSC survival, primary screen, ATPlite luminescence; 100% = ROCK inhibitor wells, 0% = DMSO; survival enhancement, % at 20 µM; 360,000 compounds, 0.044% hits; in the data active means survival enhancement above about 18%;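 further: cells exposed to compounds for 16 hours before the ATP read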
# * = called active by the depositor; . = no result given. This is a subset (hit frequency here may not be typical).
compound	NR2E3 ag-1	LMP1 NFkB inh	TRPM1 prom inh	NR2E3 ag-2	Peg3 prom inh	Shn3 3UTR inh	CF NFkB block	KKLEB cytotox	HIF-2a inh	C8 TRAIL sens	hiPSC survival
S=C(NCc1cccnc1)Nc1ccc(Cl)cc1Cl	-19	-21	-7	-5	-6	14	4	2	5	-1	-0.6
COc1cccc(NC(=O)CN2CCN(c3ccccc3F)CC2)c1	9	-4	-7	0	-1	-20	5	0	4	-3	-5.8
O=C(CSc1nnnn1C1CCCC1)Nc1ccc2c(c1)OCO2	-12	-14	-7	1	-22	-4	-10	2	-86	26	-0.1
COc1ccccc1N1CCN(C(=O)c2ccc(NC3=NC4CS(=O)(=O)CC4S3)cc2)CC1 (stereo not given)	-20	0	.	7	11	-2	-7	3	8	-2	-2.2
CC(C)N(Cc1cnn(C)c1)C(=O)c1ccc(OC2CCN(Cc3ccccn3)CC2)cc1	-2	4	4	2	-4	16	-4	3	-6	-5	0.8
O=C(CNC(=O)c1ccccc1F)N/N=C/c1cn[nH]c1-c1ccccc1	-14	2	7	0	3	13	10	-17	5	15	-1.6
CCCSc1nc(SCC(=O)NCc2ccccc2)c2c3c(sc2n1)COC(C)(CC)C3 (stereo not given)	-16	29	1	-1	19	20	20	-20	19	1	-0.5
CCOc1cc(C(=O)OCc2cc(=O)n3c(C)csc3n2)ccc1OC	-19	11	-13	.	21	-26	23	-2	4	14	-3.8
COc1ccc(CC(=O)Nc2c3c(nn2-c2ccccc2C)CS(=O)C3)cc1 (stereo not given)	2	-5	-1	-3	-6	8	4	-11	1	-6	-1.1
Cc1nc2c(N)nn(C)c2nc1C	-27	-15	.	.	12	-19	-14	6	18	-6	4.1
COc1ccccc1NS(=O)(=O)c1ccc2oc(SCc3ccc(F)cc3)nc2c1	6	2	4	-3	13	6	-8	11	26	14	1.8
Cc1ccc(CCNC(=O)C2CCC(CNc3c(N4CCCC4)c(=O)c3=O)CC2)cc1 (stereo not given)	24	-22	14	2	-12	2	12	-9	5	-9	-0.6
CC(=O)C1=C(C)NC(SCC(N)=O)=C(C#N)C1c1cccnc1 (stereo not given)	-2	-2	-5	2	15	9	2	4	-12	1	-1.1
Cc1cc(C)c(NC(=O)C(C)Sc2nc3ccc(N4C(=O)c5ccccc5C4=O)cc3s2)c(C)c1 (stereo not given)	1	-11	9	1	1	9	12	-3	9	-5	1.5
O=C(Cn1cncc1-c1ccc([N+](=O)[O-])cc1)Nc1ccccc1F	6	-55	59	-4	-6	-14	-42	6	13	2	-0.1
O=C(c1ccccc1)c1ccc(OCC(O)CNCc2cccc(Cl)c2)cc1 (stereo not given)	16	-1	0	.	-3	-6	8	-8	10	-6	0.1
CSc1ncc(C(=O)O)c(C)n1	5	2	-9	0	13	5	-2	2	2	-18	4.2
COc1cccc(C(=O)Nc2ccc(C(=O)NCC(C)C)cc2)c1	-7	9	-17	-1	1	-2	-5	8	19	-5	-0.3
Cc1ccccc1-n1nnnc1SCC(=O)NNC(=O)c1ccc(NC(=O)CC#N)cc1	-4	-1	0	2	7	14	2	-8	-10	-8	-0.3
CC1(C(=O)N(Cc2ccccc2)Cc2ccccc2)CC1(Br)Br (stereo not given)	-40	2	-3	0	29	1	1	-6	14	-3	0.3
CNC(=O)C[C@H]1C(=O)N(CCc2ccccc2)C[C@@H]1CSC	3	-7	.	.	12	-25	1	-6	14	-19	1.9
O=C(Nc1ccccc1)c1nnn(Cc2ccccc2)c1NC(=O)C(F)(F)F	-46	-13	-33	-3	-94	-90	4	-10	-158	-3	5.3
Cc1c(NC(=S)NC(=O)Cc2ccccc2)cccc1C(=O)O	-7	-1	0	1	-16	-9	2	0	1	15	2.6
COc1cc2c(cc1OC)CN(C(=O)CSC1=NCCS1)CC2	-21	15	.	.	-8	7	1	-2	-7	-10	-1.1
COC(=O)C1=C(C)NC(C)=C(C(=O)OC)C1C(=O)OCc1nnc(-c2ccccc2)o1	-28	7	11	-2	-8	5	-15	-5	16	8	-0.1
COc1ccc2c(CC(=O)OCC(=O)Nc3cc(C)c(C)cc3[N+](=O)[O-])coc2c1	-11	-6	-5	-1	7	-29	-25	1	10	-25	-2.8
CC(C)c1ccc(NC(=O)c2ccccc2NC(=O)C2CCCCC2C(=O)O)cc1 (stereo not given)	-114	-11	-43	.	-114	-33	4	-19	-148	10	0.1
Cc1cc(C)nc(Sc2ccc(/C=C(\C#N)C(=O)Nc3ccccc3)o2)n1	8	-1	-6	-1	-4	19	6	-6	-43	-1	0.0
CC(NC(=O)CSc1nc2ccccc2c(=O)[nH]1)c1ccccc1 (stereo not given)	1	-4	-8	2	3	.	-8	5	0	-3	1.3
COC(=O)c1cc(NC2c3ccccc3C(=O)N2CCN2CCOCC2)cc(C(=O)OC)c1 (stereo not given)	8	-5	.	5	-10	-20	-20	-2	4	12	-2.1
CCOC(=O)c1oc2nc3c(cc2c1N)COC(C)(C)C3	-16	-16	-57	2	11	4	-5	-3	4	-5	-1.7
CCOC(=O)c1c(NC(NC(=O)C(C)C)C(Cl)(Cl)Cl)sc2c1CCC2 (stereo not given)	-8	-21	-1	-1	41	8	4	-3	28	-1	-0.4
Cn1cnnc1SCC(=O)Nc1ccc2nc(SCc3cccc4ccccc34)sc2c1	-31	7	5	1	-22	-11	-12	1	-41	-5	0.3
CC1(C)CC(=O)C=C(OC(=O)c2ccc(Cl)cc2)C1	9	-9	-1	6	-12	-9	-2	-5	7	-18	11
CCC(C)NC(=O)CSc1n[nH]c(-c2cc(Cl)ccc2OC)n1 (stereo not given)	1	-10	21	-6	1	-5	16	-6	16	2	-0.5
O=C(COc1ccc(Cl)cc1)Nc1nnc(C2=COCCO2)o1	-31	-9	12	-2	13	12	16	-16	20	-24	0.6
Cc1cc(-c2nnc(SCC(=O)Nc3ccccc3Cl)n2C)no1	-11	-15	6	3	11	-6	11	-4	19	-11	1.6
COc1ccc(N2CCN(C(=O)c3cc4c(s3)-c3ccccc3S(=O)(=O)C4)CC2)cc1	11	10	7	-1	26	-13	-14	-8	-35	8	-0.2
COc1cc(OC)cc(-n2nnnc2SCC(=O)N2CCCC2)c1	21	7	4	-4	21	13	-11	1	-10	8	-1.7
Cc1cccc(N2CCN(C(=O)c3cn(C)c(=O)c4c3c3ccccc3n4C)CC2)c1C	-5	8	6	1	13	15	1	-1	6	10	-1.0
O=C(c1cc(-c2ccccc2)nc2ccccc12)N1CCN(c2ccccc2O)CC1	12	2	-14	5	-30	10	-1	-6	-44	8	0.1
O=C(N/N=C/c1c[nH]c2ccccc12)c1ccccc1	-53	-10	-35	2	-132	-36	8	7	-173	2	-0.2
COc1ccc(CCNC(=O)COC(=O)CCC(=O)c2ccc(F)cc2)cc1	-4	3	-3	-4	-6	-13	-38	4	19	-12	-0.3
C/C(=N/n1cnnc1)c1cccnc1	-10	5	-2	0	11	6	-2	0	7	3	1.3
Cc1cccc(OCC(=O)Nc2ccccc2C(=O)N2CCOCC2)c1	-3	0	1	1	13	-10	14	-8	14	10	1.2
C=CCSc1nnc(NC(=O)c2cccc(S(=O)(=O)N(C)c3ccccc3)c2)s1	-5	4	-2	0	9	-34	-18	18	9	-10	-0.8
CCc1nc2cc([N+](=O)[O-])c([N+](=O)[O-])cc2[nH]1	6	11	-18	3	9	-15	11	-1	10	10	-1.9
COc1ccc(C2NC(=S)NC3=C2CCc2cc(OC)ccc23)cc1 (stereo not given)	-12	-3	5	1	13	8	1	17	7	-13	-0.7
CCCC(C)NS(=O)(=O)c1ccccc1 (stereo not given)	18	-1	11	-1	4	13	5	-9	5	-41	1.0
CCCn1c(N)c(C(=O)CN(C)CC(=O)Nc2ccccc2C(F)(F)F)c(=O)[nH]c1=O	-10	6	.	4	24	14	4	-5	24	16	-0.4

# Additional compounds:
compound	NR2E3 ag-1	LMP1 NFkB inh	TRPM1 prom inh	NR2E3 ag-2	Peg3 prom inh	Shn3 3UTR inh	CF NFkB block	KKLEB cytotox	HIF-2a inh	C8 TRAIL sens	hiPSC survival
COC(=O)c1c(C)noc1-c1ccc(Cl)cc1	-20	1	8	-1	-4	14	-13	-2	3	-1	-0.7
CC(C)Cn1cnc2c(SCc3ccccc3)nc(N)nc21	-53	-15	-33	.	-158	-24	-2	2	-170	5	-4.6
COc1ccc(Sc2nc(-c3ccccc3)ncc2C(=O)O)cc1	15	-8	-5	2	-2	-10	-28	7	9	-5	-1.0
CCOC(=O)c1cc(=O)[nH]c2ccccc12	-7	2	9	0	7	-6	9	-1	7	-6	0.7
COc1cc2nc(SCc3ccc(Cl)cc3Cl)n(Cc3cccs3)c(=N)c2cc1OC	-46	-6	-8	-1	13	37	-18	7	21	9	-0.6
CCCCN(C(=O)c1cc(=O)[nH]c2ccccc12)c1c(N)n(CCCC)c(=O)[nH]c1=O	-9	6	12	3	4	-15	-10	4	27	-5	0.2
Cc1ccc(C2(C(F)(F)F)NC(=O)N3C(=C2C#N)Nc2ccccc23)cc1 (stereo not given)	-2	-3	-4	4	47	-27	4	-6	37	-7	1.8
O=[N+]([O-])c1ccc(-c2nnc(-c3ccccc3)c(NCCCO)n2)cc1	-8	-10	3	1	-28	-4	-12	-10	-29	-2	-1.0
O=C(Nc1ccc(F)cc1)NC1(C(=O)NCc2ccco2)CCCCC1	13	3	-12	3	4	-9	-17	-79*	14	-4	0.7
Nc1nc(-c2ccccc2)[nH]c(=O)c1N=O	-29	-5	7	-9	6	-6	-6	9	4	-37	-0.1
CC1CCc2c(sc(NC(=O)CSc3nc(N)cc(=O)[nH]3)c2C(N)=O)C1 (stereo not given)	18	6	13	.	-14	21	-16	-4	10	17	-0.4
O=C(COC(=O)COc1ccccc1)NCc1ccc2c(c1)OCO2	23	4	1	.	12	-8	-4	-1	5	7	-4.7
CCOC(=O)C1CCCN(Cc2sccc2C)C1 (stereo not given)	6	-1	5	1	8	10	8	-4	9	-2	3.3

# Compound activity from PubChem.
